# Bioassay records as filed in PubChem.
# RGS4 act: RGS4 potentiators or activators, primary screen, cell-based, HEK293 M3R inducible RGS4, calcium flux. carbachol calcium flux Fluo4; stronger effect = lower value. B-score at 10 µM. 310,000 compounds, 0.92% hits;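 active means B-score of the integrated calcium signal more than 4 SD below the library mean, with starting fluorescence not abnormally high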;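 further: negative B-score means reduced calcium response which marks RGS4 activation or potentiation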
#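 Assay system: Inducible-RGS4 HEK293 cells carrying M3 receptor | Schedule: Compound preincubation 20 min at room temperature before agonist | Signal: Kinetic calcium fluorescence imaging with Fluo4-AM dye, 2 µM | Read-out basis: B score from integrated fluorescence ratio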
# PolyA inh: polyadenylation inhibitors in yeast reporter cells, primary screen, luminescence, S. cerevisiae; calls only at 12 µM; S. cerevisiae SKY197-pL101 polyadenylation reporter, beta-gal luminescence; efflux-impaired pdr1/pdr3 knockout yeast; score 100 = 6 SD above DMSO; 300,000 compounds, 0.02% hits;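 active means lowest replicate activity score at least 50, where 100 means six control SD above control mean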;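 further: yeast exposed to compound for 9 h at 30 °C; higher score means more reporter readthrough which indicates perturbed polyadenylation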
# KCNQ1 pot: potentiators or activators of KCNQ1 channel, primary screen, cell-based, thallium flux, high-throughput. B-score at 10 µM. 310,000 compounds, 0.35% hits. AID 2648, 2010. CHO-K1 KCNQ1, thallium flux FluxOR fluorescence; stronger effect = higher value;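 active means fluorescence ratio B-score, a plate-corrected score, at least three library SD, with initial intensity B-score within 5 SD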
# Target sequence (P51787 whole entry, looked up): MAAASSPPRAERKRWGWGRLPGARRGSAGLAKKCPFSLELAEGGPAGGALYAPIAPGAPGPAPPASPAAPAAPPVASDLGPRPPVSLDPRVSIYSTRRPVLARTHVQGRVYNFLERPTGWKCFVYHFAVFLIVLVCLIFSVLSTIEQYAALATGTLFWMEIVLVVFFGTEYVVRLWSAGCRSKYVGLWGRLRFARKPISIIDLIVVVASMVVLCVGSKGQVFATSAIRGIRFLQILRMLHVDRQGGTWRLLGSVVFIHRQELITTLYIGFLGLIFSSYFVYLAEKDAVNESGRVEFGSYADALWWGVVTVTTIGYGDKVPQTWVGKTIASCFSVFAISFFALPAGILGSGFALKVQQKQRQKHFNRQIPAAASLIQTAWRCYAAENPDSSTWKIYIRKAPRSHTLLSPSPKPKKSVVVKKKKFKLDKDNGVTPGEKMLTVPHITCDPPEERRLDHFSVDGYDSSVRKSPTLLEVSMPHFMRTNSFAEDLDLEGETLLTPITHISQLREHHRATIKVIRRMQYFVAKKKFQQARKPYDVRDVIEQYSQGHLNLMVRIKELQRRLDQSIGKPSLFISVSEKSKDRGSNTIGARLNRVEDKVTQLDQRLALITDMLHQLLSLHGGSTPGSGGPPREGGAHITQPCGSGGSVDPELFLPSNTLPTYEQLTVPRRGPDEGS
#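 Assay system: stable KCNQ1 CHO-K1 line; medium: assay buffer, equal DMSO in all wells; timing: 90 min dye loading and 20 min compound exposure, both at room temperature; technique: kinetic FluxOR thallium fluorescence, 10-s 1-Hz baseline, 110-s post-stimulus read; read-out basis: B score of baseline-normalized fluorescence ratio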
# RGS4 inh: RGS4 inhibitors, primary screen, cell-based, HEK293 M3R inducible RGS4, calcium flux; Fluo-4 calcium flux; stronger effect = higher value; triggered by carbachol at its EC20; B-score at 10 µM; 310,000 compounds, 0.45% hits; AID 463165, 2010;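 active means B-score, a plate-corrected calcium signal, over three deviations above library mean, with baseline fluorescence within five deviations of library mean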;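 further: RGS4 expression induced by doxycycline in cells with stable M3 receptor; B-score is computed from the integrated fluorescence ratio over baseline after carbachol; higher B-score means a larger calcium signal and so more RGS4 inhibition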
# KCNQ1 block: inhibitors of human KCNQ1 channel, primary screen, cell-based, thallium flux, high-throughput | Potassium voltage-gated channel subfamily KQT member 1 (Homo sapiens), P51787 | CHO-K1 KCNQ1, FluxOR thallium flux fluorescence; stronger effect = higher value | B-score at 10 µM | 310,000 compounds, 1.3% hits;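 active means compounds whose thallium flux B-score, printed positive for inhibition, exceeds three library SD while starting fluorescence stays within three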;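 further: channel opened by potassium depolarization with thallium stimulus after 20 min compound exposure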
# GSK3 alpha inh: blockers of GSK3A enzyme activity – biochemical, luminescence, cell-free homogeneous, HTS, primary screen. GSK-3 alpha kinase, ADP-Glo luminescence, 60 min. inhibition, % at 10 µM. 320,000 compounds, 0.1% hits. AID 2650, 2010;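 in the data active means inhibition above about 50%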;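 further: GST-tagged GSK-3 alpha with peptide substrate and 25 µM ATP; 0% = DMSO neutral wells and 100% = GW8510 positive control wells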
# KCNK3 inh: human KCNK3 channel inhibitors, primary screen, CHO cells, FluxOR thallium flux, B-score; FluxOR fluorescence; stronger effect = lower value; B-score at 10 µM; 340,000 compounds, 0.84% hits; AID 602410, 2012;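 active means B-score under library mean minus 4 SD, starting fluorescence ratio at most library mean plus 5 SD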;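 further: more negative B-score means stronger inhibition of thallium flux through KCNK3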
# Target sequence (O14649 whole entry, looked up): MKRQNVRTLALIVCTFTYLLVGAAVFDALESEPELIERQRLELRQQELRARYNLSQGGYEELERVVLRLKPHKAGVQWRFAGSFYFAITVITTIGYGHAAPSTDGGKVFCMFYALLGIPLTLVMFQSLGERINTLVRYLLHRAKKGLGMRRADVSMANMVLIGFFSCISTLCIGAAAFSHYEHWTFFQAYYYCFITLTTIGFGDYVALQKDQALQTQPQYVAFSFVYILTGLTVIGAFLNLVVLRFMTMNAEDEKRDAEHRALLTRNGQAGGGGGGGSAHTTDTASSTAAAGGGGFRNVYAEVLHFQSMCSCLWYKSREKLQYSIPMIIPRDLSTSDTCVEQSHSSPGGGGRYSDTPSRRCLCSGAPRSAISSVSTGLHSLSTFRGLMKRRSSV
# Dyrk1A ADPGlo: rat Dyrk1A kinase inhibitors, primary screen, biochemical, single point, plate reader | Dual specificity tyrosine-phosphorylation-regulated kinase 1A (Rattus norvegicus), Q63470 | ADP-Glo luminescence, NFATc1 peptide | inhibition, % at 12.5 µM | 310,000 compounds, 0.43% hits | AID 504441, 2011; in the data active means inhibition above about 50%;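 further: plate controls were vehicle with enzyme for no effect and no enzyme for full effect; many of its hits are not listed in these tables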
# KCNK9 inh: KCNK9 potassium channel inhibitors, primary screen, HEK293 cells, thallium flux; Potassium channel subfamily K member 9 (Homo sapiens), Q9NPC2; FluxOR thallium flux fluorescence; stronger effect = lower value; B-score at 10 µM; 310,000 compounds, 1.2% hits;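 active means ratio B-score over 3 SD below the library mean, with starting fluorescence within 5 SD of its mean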;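 further: negative B-score means less thallium flux so channel inhibition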
# GSK3B inh: human GSK3beta kinase inhibitors, primary screen, biochemical, cell-free homogeneous, HTS | Glycogen synthase kinase-3 beta (Homo sapiens), P49841 | GST-GSK3beta kinase, ADP-Glo luminescence, 60 min; stronger effect = lower value | activity score (negative = inhibition), % at 10 µM | 300,000 compounds, 0.038% hits | AID 2097, 2009;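 active means more than half of replicate wells score below -50%, meaning over 50% inhibition versus plate controls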;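 further: 0% = median DMSO wells and -100% = median GW8510 positive control wells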
#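 test system = GST-tagged human GSK3beta kinase, cell-free | reagent = 25 µM ATP with peptide substrate | dosing = one dose of 10 µM per compound | schedule = 60 min reaction, RT | detection = luminescent ADP-Glo measurement of ADP formed | control set = DMSO neutral wells and GW8510 at 20 µM as positive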
# hERG rescue: hERG rescue from dofetilide block, primary screen, cell-based, CHO-hERG, FluxOR thallium flux, dofetilide IC70; dofetilide IC70 present; activation (rescue from dofetilide block), less the hit threshold, % at 10 µM; 310,000 compounds, 0.51% hits;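 active means activation above the mean of controls blocked by dofetilide plus 5 SD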;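 further: thallium influx through hERG after potassium depolarization seen as dye fluorescence rise; in these data hits start at about 4.7%; inactives centre near -7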
# * = called active by the depositor; i = inactive; . = not tested or not shown. Not all compounds are listed. The share of hits here may be higher or lower than overall.
SMILES,RGS4 act,PolyA inh,KCNQ1 pot,RGS4 inh,KCNQ1 block,GSK3 alpha inh,KCNK3 inh,Dyrk1A ADPGlo,KCNK9 inh,GSK3B inh,hERG rescue
CC(C)CCC(O)(c1ccccc1)C(CN1CCOCC1)c1ccccc1 (stereo not drawn),i,i,i,i,i,-1,i,2,i,-4,-6
COC(=O)C(NC(=O)CCc1nnc2ccc(N3CCC(C)CC3)nn12)C(C)C (stereo not drawn),i,i,i,i,i,-3,i,3,i,1,-6
S=C(NCc1ccco1)N/N=C/c1cccnc1,i,i,i,i,i,4,i,1,i,2,-4
CCC(C)(C(=O)NC1CCCC1)N(Cc1ccco1)C(=O)c1ccccn1 (stereo not drawn),i,i,i,i,i,-3,i,5,i,-2,-3
COc1ccc(S(=O)(=O)N2CCC[C@H]2C(=O)NCc2ccc(Cl)cc2)cc1,i,i,i,i,i,-2,i,-2,i,0,-7
Cc1onc(-c2ccccc2Cl)c1C(=O)Nc1cccc2cccnc12,i,i,i,i,6*,3,i,18,-13*,-4,-10
Cc1ccc(N=C2NC(=O)S/C2=C\c2ccco2)cc1,i,i,i,i,i,-2,i,5,i,1,-5
Cc1[nH]c2ccc(F)cc2c1CCN(Cc1ccncc1)C(=S)Nc1ccccc1,i,i,i,i,i,-1,i,-1,i,0,-20
O=C(CN1CCN(Cc2ccc(F)cc2Cl)C1=O)NCc1cccs1,i,i,i,i,i,-3,i,0,i,1,-12
COC(=O)COc1ccc(-n2cnnn2)cc1,i,i,i,i,i,-2,i,0,i,2,-8
Cc1ccc(C)c(NC(=O)C2CCN(C(=O)c3cccs3)CC2)c1,i,i,i,i,i,-1,i,-4,i,.,-12
Cc1cc(NC(=O)c2ccccc2C)n(-c2cccc(F)c2)n1,i,i,i,i,i,-2,i,1,i,-2,-7
CCc1nc(N2CCN(S(=O)(=O)c3ccc(Br)cc3)CC2)c2c(C)c(C)sc2n1,i,i,i,i,i,1,i,-4,i,2,-7
O=C(COC(=O)CCc1c[nH]c(=O)[nH]1)Nc1cccc(Cl)c1,i,i,i,i,i,-2,i,3,i,1,-9
O=C(COC(=O)c1cccc(Br)c1)NCCC1=CCCCC1,i,i,i,i,i,1,i,.,i,4,-12
COc1ccccc1NC(=O)Cn1cc(C(=O)C(=O)N2CCOCC2)c2ccccc21,i,i,i,i,i,3,i,-7,i,2,-3
CCc1cc(C(=O)N2CCCC(C(=O)c3ccc(Cl)cc3)C2)no1 (stereo not drawn),i,i,i,i,i,0,i,2,i,-3,-8
Cc1ccccc1-n1ncc(C(C)NC(=O)c2ccccc2)c1C (stereo not drawn),i,i,i,i,i,.,i,-8,i,-4,-5
Fc1ccc(CN2CCN(c3ncccn3)CC2)c(F)c1,i,i,i,i,i,-2,i,-7,i,1,-4
O=[N+]([O-])c1ccc(C2=Nn3cnnc3SC2)cc1,i,i,i,i,i,-1,i,4,i,2,-12
CN(C)C(=O)NC(Nc1cccc([N+](=O)[O-])c1)C(Cl)(Cl)Cl (stereo not drawn),i,i,i,i,i,-1,i,2,i,5,-9
O=C(c1ccc(Cl)c(S(=O)(=O)NCc2ccco2)c1)N1CCN(c2ccccc2F)CC1,i,i,i,i,i,-1,i,7,i,3,-5
Cn1cc(C[C@H](NC(=O)OC(C)(C)C)C(=O)N[C@H](CO)Cc2ccccc2)c2ccccc21,i,.,i,i,i,0,i,-4,i,2,-6
COc1ccc(S(=O)(=O)N2CCN(C(=O)c3cc(-c4ccccc4OC)n[nH]3)CC2)cc1,i,i,i,i,i,-3,i,-13,i,0,-7
Cc1nn(CCOc2ccccc2)c(=O)n1-c1cccc(F)c1,i,i,i,i,i,-2,i,11,i,-4,-13
OCCNc1ncnc2c1nnn2Cc1ccccc1,i,i,i,i,i,.,i,14,i,-3,0
O=[N+]([O-])c1ccc(N/N=C/C=C/c2ccco2)cc1,-7.4*,i,i,i,i,0,i,-2,-7.2*,-1,-6
CCOC(=O)c1c(/N=C/C2=C(O)CCCC2=O)sc2c1CCCC2,i,i,i,i,i,0,i,.,i,-1,5.9*
Cc1c(OCc2nn[nH]n2)ccc2c3c(c(=O)oc12)CCCC3,i,i,i,i,i,6,i,-4,i,2,-8
CCOP(=O)(OCC)c1nc(-c2cccc3ccccc23)oc1NCc1ccccc1,i,i,i,i,i,5,i,16,i,-3,-9

# Reformatted as tab-separated lines: entries from further up
molecule	RGS4 act	PolyA inh	KCNQ1 pot	RGS4 inh	KCNQ1 block	GSK3 alpha inh	KCNK3 inh	Dyrk1A ADPGlo	KCNK9 inh	GSK3B inh	hERG rescue
O=[N+]([O-])c1ccc(N/N=C/C=C/c2ccco2)cc1	-7.4*	i	i	i	i	0	i	-2	-7.2*	-1	-6
CCOC(=O)c1c(/N=C/C2=C(O)CCCC2=O)sc2c1CCCC2	i	i	i	i	i	0	i	.	i	-1	5.9*

# The list goes on:
SMILES,RGS4 act,PolyA inh,KCNQ1 pot,RGS4 inh,KCNQ1 block,GSK3 alpha inh,KCNK3 inh,Dyrk1A ADPGlo,KCNK9 inh,GSK3B inh,hERG rescue
COc1ccccc1CCNC(=O)C(=O)NCC1OCCN1S(=O)(=O)c1cccs1 (stereo not drawn),i,i,i,i,i,-1,i,6,i,1,-5
COc1ccc(NC(C)=O)cc1NC(=O)c1ccc(C#N)cc1,i,i,i,i,i,-2,i,2,i,0,-10
Cc1ccc(/C=N/NC(=O)Cn2nnc(N)n2)o1,i,i,i,i,i,-9,i,0,i,0,-8
COc1ccc(OC)c(NC(=O)CN(C)CC(=O)Nc2ccccc2Br)c1,i,i,i,i,i,0,i,2,i,0,-20
Cc1ccc(S(=O)(=O)c2nc(S(C)(=O)=O)sc2N2CCCCCC2)cc1,i,i,i,i,i,0,i,11,i,-15,-3
CCc1c(C)nc2cc(C)[nH]n2c1=O,i,i,i,i,i,-1,i,-8,i,1,-6
COc1ccc(NC(=O)c2nc[nH]c2C(=O)N2CCC(C)CC2)cc1,i,i,i,i,i,0,i,7,i,3,-2
CN(c1ccc(C(=O)N2CCc3ccccc3C2)cc1)S(C)(=O)=O,i,i,i,i,i,-1,i,4,i,-1,-9
O=C(c1ccc(F)cc1)C1CCN(C(=S)Nc2ccc(F)cc2)CC1,i,i,i,i,i,0,i,.,i,0,-9
CCN(CC(=O)Nc1c(F)cccc1F)C(=O)CCNC(=O)c1ccc([N+](=O)[O-])cc1,i,i,i,i,i,-3,i,2,i,0,-10
Cc1ccc(S(=O)(=O)Nc2nc3ccccc3nc2NCc2ccc3c(c2)OCO3)cc1C,i,i,i,i,i,0,i,-1,i,0,-9
CCCOc1ccc(CSC(=N)N)cc1C(=O)OC,i,i,i,i,i,1,i,-3,i,-6,-6
Cn1nnc(NC(=O)c2cccc(F)c2)n1,i,i,i,i,i,-1,i,-5,i,-3,-11
COc1ccc(NC(=O)c2ccc3c(=O)n(CC4CCCO4)c(=S)[nH]c3c2)c(OC)c1 (stereo not drawn),i,i,i,i,i,-2,i,0,i,-2,-5
CC(=O)c1c2c3c(cccc3n(C)c1=O)C(=O)c1ccccc1-2,i,i,i,i,i,2,.,.,i,5,-6
CCC(C(=O)Nc1ccc2c(c1)OCCO2)c1ccccc1 (stereo not drawn),i,i,i,i,i,0,i,4,i,1,-11
COc1ccc(NC(=O)Cn2cnc3c(nnn3-c3ccc(C)cc3)c2=O)cc1,i,i,i,i,i,-2,.,.,i,0,-18
COCC(=O)Nc1nc(-c2ccc(C)cc2)c(C)s1,i,i,i,i,i,1,i,-14,i,-1,-10
O=C(O)C/C=C(/NC(=O)OCc1ccccc1)C(=O)OCc1ccccc1,i,i,i,i,i,-3,i,-4,i,2,-12
CC(C)(C)c1ccc(C(=O)NCCC(=O)NCc2cccs2)cc1,i,i,i,i,i,-1,i,-4,i,-1,-3
O=C(CN1C(=O)c2ccccc2C1=O)Nc1ccc(S(=O)(=O)N2CCOCC2)cc1,i,i,i,i,i,-1,i,3,i,-1,-5
COC(C/C=C\C(=O)COCc1ccccc1)OC,i,i,i,i,i,-3,.,.,i,2,0
Cc1cc(C(=O)N2CCc3c([nH]c4ccccc34)C2c2c(F)cccc2Cl)no1 (stereo not drawn),i,i,i,i,i,0,i,-2,i,-1,0
O=C(Cc1c(F)cccc1Cl)NCC(=O)OCc1ccccc1,i,i,i,i,i,0,i,-13,i,2,-11
COc1ccccc1-c1noc(CCC(=O)NC2CCCC2)n1,i,i,i,i,i,-1,i,.,i,-3,-8
CC(=O)NCCn1c(SCC(=O)OCc2ccccc2)nc2ccccc2c1=O,i,i,i,i,i,-1,i,-10,i,1,-18
CC(C)Cc1nc2oc3c(N4CCN(C)CC4)ncnc3c2c2c1CCCC2,i,i,i,i,i,.,.,.,i,-2,-6
COc1ccc(-c2cc(NCc3ccccn3)n3ncnc3n2)cc1,i,i,i,i,i,42,i,9,i,-6,0
Cc1cccc(NC(=O)CSc2cc(C(=O)c3nccn3C)c3ccccc3n2)c1,i,i,i,i,i,-4,i,-7,i,3,-1
CCC(C)N(C(=O)COc1ccccc1C#N)C1CCS(=O)(=O)C1 (stereo not drawn),i,i,i,i,i,-5,i,9,i,3,-14
COc1ccc(CCNCC(O)COc2cccc(C(C)=O)c2)cc1OC (stereo not drawn),i,i,i,i,i,-2,i,0,i,1,-3
CCOc1ccc2nc(SCC(=O)N(C)C)[nH]c2c1,i,i,i,i,i,-1,i,-1,i,0,-5
Cc1c(C)n(Cc2ccc(F)cc2)c2ccc(C(=O)N3CCN(c4ccccn4)CC3)cc12,i,i,i,i,6*,-3,i,12,i,1,-9
